HSF-1 act = increases HSF-1 driven luciferase reporter signal; activation, % at 9 µM; 1.7% of 300,000 active; NIH3T3-HGL HSF-1 luciferase reporter, MG132, 8 h; 100% = twice DMSO control signal;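 active means mean replicate activation of at least 50% with a set share of replicates each reaching 50%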;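 further: 0% = median of the neutral control wells and 100% = twice that signal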
AI-2 QS mod = Vibrio harveyi AI-2 quorum sensing modulation; Vibrio harveyi JMH597 AI-2 luminescence/OD600 ratio, 9 h; stronger effect = lower value; strain lacks LuxN and CqsS sensors; 0 = neutral-control median; activity change, % at 7.5 µM; 0.4% of 300,000 active; AID 2094; in the data active means activity change below about -75%, passing the limit was not always enough;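 further: luminescence divided by OD600 gain over 9 h not by final OD600 alone; inactives centre near 13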
HSF1 inh = HSF1 inhibition; NIH3T3-HGL HSE-luciferase, MG132-induced, luminescence 8 h; stronger effect = lower value; activity change, negative = inhibition, % at 7.5 µM (by protocol); 0.77% of 300,000 active;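 active means more than half of replicate wells show activity change below -50%, luminescence cut by over half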;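 further: luciferase reports HSF-1 transcriptional activity via heat shock element; 0% = median of DMSO wells and -100% = zero luminescence signal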
HIF act = HIF pathway transcriptional activation; U2OS HRE-luciferase reporter, luminescence; normalized: DMSO 0%, desferrioxamine 100%; activation, % at 7.5 µM (by protocol); 0.32% of 300,000 active;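 active means mean activation of at least 10% of the iron chelator positive control signal, with at least half of replicates also reaching 10%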
Platelet DG rel = modulates dense granule release in human platelets. human platelet-rich plasma, SFLLRN dense granule ATP release, luminescence. inhibition, %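 (compounds screened at 7.5 µM in platelet-rich plasma)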. 0.22% of 300,000 active;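 active means mean replicate score, as percent of positive control, at or above 50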
IEC-6 cytotox = counter-screen for KLF5 inhibitors: cytotoxicity in IEC-6 cells; IEC-6 cytotoxicity, luminescence viability; inhibition, % at 5 µM; 0.78% of 290,000 active; AID 1825; in the data active means inhibition above about 22%;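 further: 0% = plate median of test compound wells and 100% = cytotoxic reference compound wells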
KLF5 inh = inhibitors of KLF5 expression | AID 1700 | 0.23% of 290,000 active | inhibition, % at 5 µM | DLD-1 KLF5 promoter-luciferase reporter, luminescence;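 active means inhibition above a per-plate limit of that plate's mean compound inhibition plus 3 SD, cut at about 60% in these data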;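 further: 0% = DMSO wells and 100% = LY294002 at 200 µM; higher means less KLF5 promoter-driven luciferase light; inactives centre near -14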
aSyn UTR inh = 5' untranslated region of α-synuclein, MLPCN primary screen | alpha-synuclein 5'UTR reporter, inhibitor activity | inhibition, % (tested at 7.5 µM) | 0.82% of 300,000 active | AID 1813; in the data active means inhibition above about 60%;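 further: H4 neuroglioblastoma cells stably carrying SNCA 5'UTR luciferase fusion; 0% = DMSO wells and 100% = positive control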
SKKanGAS inh = blocks kanamycin growth of S. pyogenes SKKanGAS strain | BacTiter-Glo, 6 h | inhibition, % at 7.5 µM | 1.3% of 300,000 active;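 active means mean replicate score, as percent of positive control median, at least 50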;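 further: strain carries kanamycin resistance gene driven by streptokinase promoter and grows in 40 µg/ml kanamycin; loss of luminescence reflects streptokinase promoter inhibition or plain growth inhibition; 0% = median of DMSO wells and 100% = positive control at its reference dose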
HSP90 refold inh = blocks HSP90-mediated luciferase refolding in reticulocyte lysate; AID 1789; inhibition, % at 5.6 µM; 0.91% of 290,000 active; Rabbit reticulocyte lysate, luciferase refolding luminescence, 3 h;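 active means inhibition above the screen-wide mean plus 3 SD, computed separately per campaign, cut at about 16% in these data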;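 further: 0% = DMSO wells and 100% = 60 µM geldanamycin wells; inhibitors lower the luminescence because luciferase stays unfolded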
Starred values were filed as active, the others as inactive; . = no result given. Compounds as they come; overall some 6% were active at least once.

1	O=C(Nc1ccc2nn(-c3ccccc3)nc2c1)c1cccs1
2	O=S(=O)(NC1CC(NS(=O)(=O)OCC(Cl)(Cl)Cl)C2CCCCC12)OCC(Cl)(Cl)Cl (stereo not given)
3	Cc1ccc(C(=O)NC(=S)NCc2ccccc2)cc1
4	COc1ccccc1/C=C/C(=O)NCC(=O)N/N=C/c1ccccc1[N+](=O)[O-]
5	Cc1cc(=O)oc2cc(OCC(=O)OCC(=O)NC(C)C)ccc12
6	O=S(c1ccsc1)c1ccsc1
7	CCOC(=O)C1CCCN(C(=O)c2ccc(S(=O)(=O)NCc3ccco3)cc2)C1 (stereo not given)
8	Cc1ccc(-n2c([C@@H]3C[C@H]3c3ccccc3)n[nH]c2=S)cc1

entry no.	1	2	3	4	5	6	7	8
HSF-1 act	45	18	4	7	9	-8	-8	22
AI-2 QS mod	0	25	-2	3	.	62	5	14
HSF1 inh	43	3	0	-2	-6	-11	-5	2
HIF act	.	-0.3	-0.8	-0.1	-0.4	-0.3	0.1	0.1
Platelet DG rel	1	6	-1	20	5	-44	-10	-2
IEC-6 cytotox	-3	3	2	-3	-3	-6	.	-1
KLF5 inh	-81	-11	-33	-23	0	-14	.	-42
aSyn UTR inh	-178	14	-8	-4	7	13	16	21
SKKanGAS inh	-7	91*	-1	-2	-1	0	1	3
HSP90 refold inh	-2	-1	-1	-5	-4	-1	.	0

Another view of some results above.
item	mol	HSF-1 act	AI-2 QS mod	HSF1 inh	HIF act	Platelet DG rel	IEC-6 cytotox	KLF5 inh	aSyn UTR inh	SKKanGAS inh	HSP90 refold inh
2	O=S(=O)(NC1CC(NS(=O)(=O)OCC(Cl)(Cl)Cl)C2CCCCC12)OCC(Cl)(Cl)Cl (stereo not given)	18	25	3	-0.3	6	3	-11	14	91*	-1
5	Cc1cc(=O)oc2cc(OCC(=O)OCC(=O)NC(C)C)ccc12	9	.	-6	-0.4	5	-3	0	7	-1	-4

Fetched one by one from the list above (four):
3	Cc1ccc(C(=O)NC(=S)NCc2ccccc2)cc1
6	O=S(c1ccsc1)c1ccsc1
7	CCOC(=O)C1CCCN(C(=O)c2ccc(S(=O)(=O)NCc3ccco3)cc2)C1 (stereo not given)
4	COc1ccccc1/C=C/C(=O)NCC(=O)N/N=C/c1ccccc1[N+](=O)[O-]

entry no.	3	6	7	4
HSF-1 act	4	-8	-8	7
AI-2 QS mod	-2	62	5	3
HSF1 inh	0	-11	-5	-2
HIF act	-0.8	-0.3	0.1	-0.1
Platelet DG rel	-1	-44	-10	20
IEC-6 cytotox	2	-6	.	-3
KLF5 inh	-33	-14	.	-23
aSyn UTR inh	-8	13	16	-4
SKKanGAS inh	-1	0	1	-2
HSP90 refold inh	-1	-1	.	-5

Continuation.
9	CCC(=O)NC(=S)Nc1ccc(NC(=S)NC(=O)c2ccc(C)cc2)cc1
10	COc1ccccc1C(=O)NCC(c1ccco1)N1CCc2ccccc21 (stereo not given)
11	CC(=O)c1ccccc1N(C(=O)Cn1nnc2ccccc21)C(C(=O)NCC1CCCO1)c1ccc(N2CCOCC2)cc1 (stereo not given)
12	O=S(=O)(NCc1ccncc1)c1ccc(Br)s1
13	N=c1c(-c2nc3ccccc3[nH]2)cc(C(=O)c2ccco2)nn1-c1ccccc1
14	Oc1c(N=NC(=S)Nc2ccccc2F)c2ccccc2n1Cc1ccc(F)cc1
15	CCOc1ccccc1NC(=O)CCc1nnc2ccc(N3CCC(C)CC3)nn12
16	CS(=O)(=O)c1ccc(C(=O)OCC(=O)NC(=O)C2CCCCC2)cc1[N+](=O)[O-]

entry no.	9	10	11	12	13	14	15	16
HSF-1 act	-18	24	5	-8	2	-27	18	70*
AI-2 QS mod	14	28	-13	20	8	0	10	29
HSF1 inh	-14	18	-1	-6	3	-16	6	42
HIF act	0.4	-44	-0.7	0.7	0.0	0.7	-0.2	0.5
Platelet DG rel	-4	4	1	6	-4	0	-2	-6
IEC-6 cytotox	0	.	1	13	-4	-3	1	0
KLF5 inh	-21	.	-37	14	-11	-5	-21	-8
aSyn UTR inh	-6	19	-2	14	-39	44	4	-17
SKKanGAS inh	27	15	8	-7	-21	66*	-4	15
HSP90 refold inh	-2	.	1	5	-4	0	2	5

17	CCN(CC)c1ccc2c(C)c(Cl)c(=O)oc2c1
18	CCn1c(=O)[nH]c2cc(C(=O)N3CCN(c4ccccc4)CC3)ccc2c1=O
19	O=C(N/N=C/C1CC=CCC1)c1ccc(O)cc1O (stereo not given)
20	O=C(Cn1nc(-c2ccccc2)ccc1=O)Nc1cccc(NC(=O)c2ccccn2)c1
21	CCOC(=O)CC1=C(C(=O)OCC)C(c2cccs2)C(C#N)=C(N)O1 (stereo not given)
22	CC(C)n1c(SCCCc2ccccc2)nc2c1c(=O)[nH]c(=O)n2C
23	CCCCC(=O)Nc1nc2c(s1)COc1ccccc1-2
24	Cc1cc2oc(=O)cc(CN3CCCCC3)c2cc1C

entry no.	17	18	19	20	21	22	23	24
HSF-1 act	-2	-2	-12	-1	5	6	-3	-7
AI-2 QS mod	48	18	13	10	-4	5	2	2
HSF1 inh	-5	-6	1	4	-2	-2	11	1
HIF act	0.6	0.0	0.0	-0.1	-0.1	-0.1	1.1	-4.3
Platelet DG rel	-2	-3	12	2	8	16	-1	1
IEC-6 cytotox	-7	-9	2	-4	2	-1	-4	7
KLF5 inh	-18	-32	-27	-19	0	-2	-59	-26
aSyn UTR inh	-46	13	19	31	-16	-11	-107	36
SKKanGAS inh	-20	-9	4	-3	0	-5	8	-1
HSP90 refold inh	-3	1	2	2	11	0	-5	-3

25	CCOCCn1ccc2c(OCC(=O)Nc3ccccc3OC)cccc2c1=O
26	Cc1cc(Cl)ccc1OCC(=O)Nc1nc(-c2cccnc2)cs1
27	Cc1ccc(-c2csc3nc[nH]c(=S)c23)cc1C
28	COc1ccccc1CCNC(=O)NC1CCCCC1
29	COc1ccc(-c2nc(-c3ccc(Br)o3)no2)cc1OC
30	CC(C)c1ccc(NC(=O)CCNS(=O)(=O)c2cccc3nsnc23)cc1
31	CCCCN1C(=O)CC(Sc2ccccc2C(=O)O)C1=O (stereo not given)
32	Cc1cc(C)c(NC(=O)Cn2cc3c(n2)CCCC3)c(C)c1

entry no.	25	26	27	28	29	30	31	32
HSF-1 act	14	-70	-22	33	57*	-12	10	2
AI-2 QS mod	23	14	-49	-1	-1	-70	.	21
HSF1 inh	7	-60*	-7	4	30	-9	-7	-3
HIF act	-0.2	0.3	-0.2	0.5	2.0	0.1	-0.3	0.0
Platelet DG rel	10	5	-8	-1	-2	2	11	7
IEC-6 cytotox	.	1	0	-2	3	1	6	-3
KLF5 inh	.	-28	-22	-53	-21	1	-14	-7
aSyn UTR inh	8	-1	39	-37	-211	30	7	-2
SKKanGAS inh	-1	-5	93*	-5	-14	-2	-1	-1
HSP90 refold inh	.	5	-4	-2	-3	6	3	2

33	CC(C)Sc1n[nH]c(=O)n1-c1cccc(C(F)(F)F)c1
34	C=CCn1c(C(CCCC)CC(C)O)n[nH]c1=S (stereo not given)
35	Cc1cc(C)n(Cc2ccc(Cl)cc2Cl)c(=O)c1S(=O)(=O)c1ccccc1
36	COc1cccc(-n2nc(C(=O)Nc3ccc4c(c3)OCO4)c3ccccc3c2=O)c1
37	Cc1cc(C)c2nc(-c3ccco3)cc(C(=O)O)c2c1
38	COC(=O)c1c(NC(=O)COC(=O)[C@@H](NS(=O)(=O)c2cccc(Cl)c2)C(C)C)sc2c1CCC2
39	CCN(CC)C(=O)C1=C(C)NC(=O)NC1c1c(F)cccc1Cl (stereo not given)
40	O=C(Nc1cc(S(=O)(=O)N2CCOCC2)ccc1N1CCOCC1)c1cc2c(s1)CCC2

entry no.	33	34	35	36	37	38	39	40
HSF-1 act	9	-6	59*	-11	-2	-4	-4	2
AI-2 QS mod	25	14	-4	9	-1	18	11	13
HSF1 inh	4	3	23	4	0	-2	-11	5
HIF act	-0.4	-0.2	0.0	0.5	-0.2	-0.3	-0.1	-0.3
Platelet DG rel	-1	-17	-9	-12	-3	9	-3	1
IEC-6 cytotox	-3	8	-6	1	-14	1	-4	-3
KLF5 inh	-7	19	17	-16	-12	-8	-21	7
aSyn UTR inh	5	4	1	36	-9	28	17	-3
SKKanGAS inh	-3	0	57*	6	-14	32	4	-4
HSP90 refold inh	-3	2	1	0	-1	0	-1	1

41	COc1c(F)c(F)c(C(=O)Nc2ccccc2N2CCN(C(=O)C(C)C)CC2)c(F)c1F
42	NNC(=O)c1nc[nH]c1C(=O)Nc1ccccc1
43	NC(=S)N=Nc1c(O)n(CC(=O)Nc2ccccc2)c2ccccc12
44	Cc1ccc(-c2c(C#N)c(N)nc3c2CCCCCC3)o1
45	Cc1nn(CC2CC2)c(=O)n1-c1ccc(Oc2ccccc2)cc1
46	O=C(O)c1cccc(Nc2ncnc3ccc(Br)cc23)c1
47	Cc1ccc(C(=O)CC2(O)C(=O)N(CCc3ccccc3)c3ccc(Br)cc32)o1 (stereo not given)
48	CCOC(=O)CSc1ccc(C(=O)Nc2ccc(OC)cc2)cn1

entry no.	41	42	43	44	45	46	47	48
HSF-1 act	29	37	-1	-15	-6	-15	22	10
AI-2 QS mod	5	-2	17	30	13	5	20	21
HSF1 inh	-3	11	-4	-3	7	-14	4	-2
HIF act	-0.4	-0.4	0.7	-0.5	0.4	0.0	0.2	0.0
Platelet DG rel	-20	3	-2	1	5	11	2	2
IEC-6 cytotox	-5	2	1	0	0	4	-5	2
KLF5 inh	-9	-25	-3	-13	7	-5	-4	-4
aSyn UTR inh	5	-1	2	42	-7	-30	-5	-15
SKKanGAS inh	10	4	-2	-4	-2	5	-3	3
HSP90 refold inh	-3	3	6	-1	-1	1	1	1

49	Cc1cccc(N2CCN(C(=O)c3c(Cl)cnn3C)CC2)c1C
50	Cc1cccc(/C=C/c2onc(C)c2S(=O)(=O)N2CCC(C(=O)N3CCC(C)CC3)CC2)c1
51	COc1ccc(/C=C/C(=O)Nc2ccccc2C(=O)O)cc1
52	Cc1ccnc(NS(=O)(=O)c2ccc(NC(=O)C3CC=CCC3C(=O)O)cc2)n1 (stereo not given)
53	CN1C=CC2=C(C#N)C(N)C(C#N)(C#N)[C@H](c3ccccc3)[C@H]2C1 (stereo not given in full)
54	Cc1ccc(OCCN(C)C(=O)C2CCC(=O)N(CCCN3CCCC3=O)C2)cc1 (stereo not given)
55	CC(C)N1CCNCC1
56	Cc1cc(-n2c(C)cc(C(=O)CSc3nncn3C(C)C)c2C)no1
57	CCOC(=O)N1CCN(S(=O)(=O)c2cc([N+](=O)[O-])ccc2C)CC1
58	Cc1ccc(S(=O)(=O)/N=C(\Sc2ccccc2)c2ccccc2)cc1
59	O=C(Cn1cc(C(F)(F)F)ccc1=O)NCc1ccc(F)cc1

entry no.	49	50	51	52	53	54	55	56	57	58	59
HSF-1 act	6	27	-43	-13	-14	-7	-21	12	-1	0	19
AI-2 QS mod	18	23	18	16	32	10	28	2	21	43	3
HSF1 inh	-10	10	-39	-2	-8	-2	-1	-3	-7	-2	10
HIF act	-0.3	0.2	-5.3	-0.6	-0.2	-0.3	0.4	0.4	0.2	-0.2	1.6
Platelet DG rel	-15	3	3	4	1	-6	2	-2	-1	-3	0
IEC-6 cytotox	5	-6	3	7	1	-2	1	.	-1	-5	-1
KLF5 inh	-18	-25	-41	-17	-13	-12	-40	.	-21	-1	-66
aSyn UTR inh	2	20	83*	31	20	-10	-5	-14	-1	14	-75
SKKanGAS inh	-8	13	18	-1	-8	-3	-2	11	13	-2	2
HSP90 refold inh	-3	-4	46*	5	-1	1	0	.	-3	4	-3

Screening results (PubChem)
